# GLP1R ag – qHTS of GLP-1 Receptor Agonists. 380,000 tested, 0.007% active. HEK293 GLP-1R CRE-luciferase, luminescence, 4-6 h; cells express a hypersensitive GLP-1R form. Potency, µM (titrated, usually from 45.6 µM), for the others: top-dose activation, hits mostly activators. Glucagon-like peptide 1 receptor (Homo sapiens), P43220. AID 624172, 2012; also: % of control where 0% means no effect
# Target sequence (P43220 whole entry, looked up): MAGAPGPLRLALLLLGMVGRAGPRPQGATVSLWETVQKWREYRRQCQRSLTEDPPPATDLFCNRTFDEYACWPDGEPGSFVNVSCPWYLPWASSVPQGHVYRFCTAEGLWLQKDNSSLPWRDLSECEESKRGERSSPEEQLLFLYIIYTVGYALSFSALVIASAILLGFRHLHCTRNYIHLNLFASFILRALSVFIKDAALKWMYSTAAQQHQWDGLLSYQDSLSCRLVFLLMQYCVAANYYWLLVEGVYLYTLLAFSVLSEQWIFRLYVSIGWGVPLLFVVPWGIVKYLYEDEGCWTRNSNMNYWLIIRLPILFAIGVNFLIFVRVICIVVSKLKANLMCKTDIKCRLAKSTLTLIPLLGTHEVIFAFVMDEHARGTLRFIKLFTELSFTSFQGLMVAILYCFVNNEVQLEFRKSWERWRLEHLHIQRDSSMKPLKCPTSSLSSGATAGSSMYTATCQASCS
# KB-3-1 cytotox – qHTS assay for MDR1-selective chemotherapeutics: Primary screen using the parental adenocarcinoma cell KB-3-1; 400,000 tested, 1.4% active; Potency, µM (highest dose often 46.1 µM), for inactives: at the top dose activity change, negative = cytotoxic, usual class: cytotoxic; KB-3-1 viability, CellTiter-Glo ATP luminescence, 72 h; AID 1347075, 2019; also: % is scaled to controls: 0 for no effect and ±100 for the full control effect; nearly all actives have a fitted effect of over 60% in size
#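 Here the drug-naive KB-3-1 line serves as comparator for MDR sub-line selectivity; cells received compound titrations, 72 h at 37 °C, then CellTiter-Glo readout.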
# KB-V1 cytotox – qHTS assay for MDR1-selective chemotherapeutics: Primary screen using the drug-selected MDR subline cells KB-V1; KB-V1 MDR cells viability, CellTiter-Glo, 72 h; Potency, µM (titrated, usually from 46.1 µM), for inactives: top-dose activity change, negative = cytotoxicity, actives largely listed as cytotoxic; 400,000 tested, 3.4% active; also: % is scaled to controls: 0 for no effect and ±100 for the full control effect; nearly all actives have a fitted effect of over 60% in size
#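 Potencies derive from concentration-effect curves fitted to normalized luminescence (CellTiter-Glo) of KB-V1 cells treated for 72 h at 37 degrees C in phenol-red-free DMEM containing 10% FBS.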
# SW480 rereplic – A quantitative high throughput screen for small molecules that induce DNA re-replication in SW480 colon adenocarcinoma cells | SW480 DNA re-replication, Hoechst DNA content imaging, 48 h | Potency, µM (series often up to 46.1 µM), without a hit: at the top dose re-replication activation, actives largely listed as activators | 340,000 tested, 1.8% active | AID 624297, 2012; also: % of control where 0% means no effect; nearly all actives have a fitted effect of over 55% in size
#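 Image-based DNA-content assay: after two days of treatment, nuclei were labelled with the DNA dye Hoechst and imaged, and hits were compounds raising the count of nuclei showing high fluorescence intensity.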
# GLP1R cytotox – qHTS of GLP-1 Receptor Inverse Agonists: Cytotox Screen | HEK293 cAMP-luciferase reporter cells, luminescence, 24 h | 410,000 tested, 0.13% active | Potency, µM (titrated, usually from 38.3 µM), for the others: at the highest dose activity change, negative = inhibition, actives largely listed as inhibitors;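 also: loss of luciferase light is scored as toxicity; % is scaled to controls: 0 for no effect and ±100 for the full control effect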
#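 Quantitative HTS format, 1536 wells, 200 cells/uL seeded. Compounds: 23 nL, 24 h, 37 °C. Detection: luciferase reagent, luminescence at 12 min RT; decreased signal taken as cytotoxic.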
# HT1080 IDH1KD tx – qHTS for induction of synthetic lethality in tumor cells producing 2HG: qHTS for the HT-1080-IDH1KD cell line; HT-1080 IDH1 knockdown viability, ATP luminescence, 48 h; Potency, µM (series often up to 46.1 µM), for the others: at the top dose activity, negative = toxicity, hits mostly cytotoxic; 360,000 tested, 2% active;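 also: 0% = DMSO wells and -100% = cell-free medium wells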
#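 Using the IDH1-knockdown HT-1080 line run in the same batch and compound series as the NT line, viability after 48 h at 37 °C was determined by CellTiter-Glo luminescence and expressed as % activity.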
# TDP-43 yeast inh – qHTS of TDP-43 Inhibitors; TDP-43 expressing yeast growth rescue, BacTiter-Glo, 24 h; Potency, µM (doses to about 46.1 µM), for the others: top-dose growth rescue (activation), actives largely listed as activators; 410,000 tested, 1.8% active; also: % of control where 0% means no effect; nearly all actives have a fitted effect of over 50% in size
#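 Luminescence from BacTiter-Glo reports growth of TDP-43-expressing yeast after 24 hr at 30 deg C with compound. Cells were raffinose-pregrown to mid-log, then seeded in galactose medium at OD600=0.02.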
# GLP-1R inv ag – qHTS of GLP-1 Receptor Inverse Agonists (Inhibition Mode); Potency, µM (doses to about 38.3 µM), without a hit: top-dose activity change, negative = inhibition, actives largely listed as inhibitors; Glucagon-like peptide 1 receptor (Homo sapiens), P43220; 410,000 tested, 1.6% active; HEK293 GLP-1R CRE-luciferase, luminescence, 24 h; GLP-1R form is constitutively active; also: % is scaled to controls: 0 for no effect and ±100 for the full control effect; nearly all actives have a fitted effect of over 55% in size
#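 Constitutively active GLP-1R drives a cAMP-responsive luciferase in stably transfected HEK293 cells; test compounds are added after overnight (12 h) attachment and left 24 hr, and signal loss in luminescence marks inhibition.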
# HT1080NT lethal – qHTS for induction of synthetic lethality in tumor cells producing 2HG: qHTS for the HT-1080-NT fibrosarcoma cell line. HT-1080-NT fibrosarcoma viability, CellTiter-Glo ATP luminescence, 48 h. Potency, µM (doses to about 46.1 µM), inactives show top-dose activity, negative = less viability, actives largely listed as cytotoxic. 360,000 tested, 1.6% active;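 also: NT is the 2HG producing partner of a matched IDH1 knockdown line; 0% = DMSO-treated cells and -100% = media-only wells without cells; nearly all actives have a fitted effect of over 55% in size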
#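 750 cells/well, RPMI + 5% FBS; 2 h settle, compound pin-transfer, 48 h at 37 degrees C. CellTiter-Glo 10 min RT, luminescence. Normalized to DMSO and media-only wells.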
# An asterisk follows results filed as active; u = inconclusive; x = not tested or not shown; & = joins results of further samples; [ ] = dose if it differs, or a comment. Calls follow the shape of the dose curve; as a rule, active = well fitted curve in the direction sought with a large enough effect; inconclusive = small, poorly fitted or top-dose-only effect, or another doubt; inactive = no such curve, though single readings can be large; an effect the other way counts as inactive or inconclusive. Potency is read from the fitted curve at half-maximal effect.
SMILES,GLP1R ag,KB-3-1 cytotox,KB-V1 cytotox,SW480 rereplic,GLP1R cytotox,HT1080 IDH1KD tx,TDP-43 yeast inh,GLP-1R inv ag,HT1080NT lethal
COc1cccc(C(=O)Nc2nnc(-c3ccccc3)s2)c1,5%,1%,-2%,13%,4%,24%,-9%,46%[activator],23%
Cc1cccc(NC(=O)c2nc[nH]c2C(=O)N[C@@H](C)c2ccccc2)c1,1%,-23%,-14%,0%,u,15µM*,-18%,u,u
COc1ccc(-c2nc3cc(C(C)C)ccc3o2)cc1NC(=O)c1ccccc1[N+](=O)[O-],x,u,-10%,x,-4%,x,18%,-20%,x
O=C(Nc1nc(-c2ccncc2)cs1)C1c2ccccc2Oc2ccccc21,-1%,-32%,u,1%,-7%,-18%,-8%,u,-25%
O=C(NC1CC1)c1cc(F)c(F)cc1Cl,-3%,5%,6%,-1%,14%,4%,-17%,15%,13%
COc1ccc(CN(C)C(C)C(=O)Nc2ccc(S(=O)(=O)N3CCOCC3)cc2)c(OC)c1 (stereo not given),4%,25%,-15%,2%,2%,-10%,-6%,12%,-1%
CCN(CC)CCCNC(=O)c1ccc(Cl)c(S(=O)(=O)Nc2ccccc2OC)c1,13%,4%,2%,-13%,2%,-1%,10%,u,-4%
Cc1ccc2nc(SCC(=O)NCc3ccco3)[nH]c2c1,0%,-3%,u,2%,-6%,2%,-1%,3%,-6%
COc1ccc(CC(=O)N/N=C/c2ccc(-c3ccc(F)cc3)o2)cc1OC,1%,-3%,-1%,1%,15%,23%,-2%,1%,14%
C/C(=N\NC(=O)c1cccnc1)c1cccc([N+](=O)[O-])c1,-5%,-1%,-6%,22%,3%,3%,14%,-5%,21%
O=C(NCCc1cccc(Cl)c1)c1cc([N+](=O)[O-])ccc1Cl,5%,15%,u,-2%,-11%,-15%,16%,u,2%
CCOCCn1c(C(C)C)nc2ccccc21,-9%,2%,-2%,-5%,0%,-8%,18%,-1%,-8%

# Shown with two lines to a compound: 4 of the compounds above.
# Each structure is followed by: GLP1R ag	KB-3-1 cytotox	KB-V1 cytotox	SW480 rereplic	GLP1R cytotox	HT1080 IDH1KD tx	TDP-43 yeast inh	GLP-1R inv ag	HT1080NT lethal
COc1ccc(CC(=O)N/N=C/c2ccc(-c3ccc(F)cc3)o2)cc1OC
 : 1%	-3%	-1%	1%	15%	23%	-2%	1%	14%
C/C(=N\NC(=O)c1cccnc1)c1cccc([N+](=O)[O-])c1
 : -5%	-1%	-6%	22%	3%	3%	14%	-5%	21%
O=C(NCCc1cccc(Cl)c1)c1cc([N+](=O)[O-])ccc1Cl
 : 5%	15%	u	-2%	-11%	-15%	16%	u	2%
CCOCCn1c(C(C)C)nc2ccccc21
 : -9%	2%	-2%	-5%	0%	-8%	18%	-1%	-8%

# (list continues)
SMILES,GLP1R ag,KB-3-1 cytotox,KB-V1 cytotox,SW480 rereplic,GLP1R cytotox,HT1080 IDH1KD tx,TDP-43 yeast inh,GLP-1R inv ag,HT1080NT lethal
Cc1nc2cc(NC(=O)c3ccc(N4C(=O)CCC4=O)cc3)ccc2s1,-8%,5%,u,-4%,-4%,-2%,7%,7%,3%
CCOC(=O)c1c(C)n(-c2ccccc2)c2ccc(OC(=O)c3cccc(C)c3)cc12,x,4%,2%,x,8%,x,0%,-2%,x
CCCCc1cc(=O)oc2cc(OCC(=O)N3CCc4ccccc43)ccc12,1%,0%,0%,9%,-7%,23%,-16%,12%,15%
CCCc1nn2c(C)c(-c3ccccc3)nc2s1,x,3%,30%,x,0%,x,-5%,0%,x
COc1ccc(C2Cc3ccccc3C(=O)O2)cc1 (stereo not given),7%,27%,u,21µM*,13%,5%,26%,1%,15%
CCC(C)(C)NC(=O)C(OC(=O)c1ccco1)c1ccccc1OC (stereo not given),-6%,12%,0%,-3%,57%[activator],5%,24%,113%[activator],2%
COc1ccc(/C=N/NC(=O)c2ccc(Br)cc2)cc1CN1CCOCC1,7%,-6%,14%,-15%,-6%,14%,-12%,0%,0%
Cc1cc(NC(=O)CSCC(=O)N(c2ccc(F)cc2)C(C(=O)NC2CCCCC2)c2ccc(O)c(O)c2)no1 (stereo not given),-12%,-16%,19%,1%,-3%,-6%,-8%,-17%,-6%
CCOC(=O)/C(C#N)=C/c1ccc(OC)c(OC)c1,0%,-4%,12%,0%,4%,-2%,-1%,22%,-4%
Cc1c(Cl)cccc1NC(=O)CNS(=O)(=O)c1cccs1,-7%,0%,6%,x,6%,x,18%,-5%,x
CC1(C(=O)NS(=O)(=O)c2ccccc2)CCN1C(=O)c1ccc(C2CCCCC2)cc1 (stereo not given),6%,0%,4%,x,-4%,1%,u,6%,-1%
NC(=O)c1ccsc1NC(=O)CSc1nc2ccccc2c(=O)n1CCCO,5%,-1%,-16%,1%,u,-2%[9.24 µM],-24%,41%[activator],u
O=C1c2ccccc2C(=O)N1Cc1nc2ccccc2c(=O)n1CCN1CCOCC1,-7%,14%,13%,-3%,1%,9%,13%,-6%,12%
COc1ccc(CN2CC(=O)N(c3cccc(Cl)c3)C2=S)cc1OC,28%,-1%,-1%,8%,-3%,-18%,1%,5%,-6%
O=C(Cn1c(C(F)(F)F)nc2ccccc21)Nc1ccccc1N1CCOCC1,-2%,1%,-12%,-3%,0%,15%,9%,-14%,14%
O=C1C(Cl)=C(N2CCOCC2)C(=O)N1c1ccc(Br)cc1,-6%,0%,11%,0%,1%,-2%,9%,1%,-10%
C1CN(CC2COC(CN3CCOCC3)CO2)CCO1 (stereo not given),1%,12%,12%,4%,-6%,6%,-4%,5%,-1%
O=C(COc1ccc(Br)cc1)NCCCn1ccnc1,0%,3%,0%,-4%,3%,1%,23%,1%,-2%
CN1/C(=C\C(=O)CSc2nnc(NCc3ccccc3)s2)C(C)(C)c2ccccc21,-3%,-1%,u,10%,u,-13%,19%,u,-6%
CC(=O)N1c2ccc(S(=O)(=O)N3CCCC3)cc2CC1C(=O)NCc1ccccc1F (stereo not given),-5%,-20%,4%,-16%,-10%,2%,-23%,-26%,1%
COC(=O)Cn1c(=O)cnc2ccccc21,-12%,0%,-6%,-6%,8%,2%,-19%,1%,-8%
COC(=O)C1=C(O)/C(=C\c2ccc(OCC(=O)Nc3ccccc3OC)cc2)N=C1C,3%,21%,24%,7%,-15%,12%,9%,2%,14%
O=C(NCCc1ccccc1)c1ccc(CS(=O)Cc2ccc(Cl)cc2)o1 (stereo not given),-2%,-2%,0%,u,10%&-2%,0%,-2%&12%,u,-4%
Cc1csc(SCC(=O)NC2CCCC2)n1,-6%,-1%,0%,1%,0%,2%,16%,4%,12%

# Record cards, from the list above:
# O=C1C(Cl)=C(N2CCOCC2)C(=O)N1c1ccc(Br)cc1 is listed with GLP1R ag: -6%; KB-3-1 cytotox: 0%; KB-V1 cytotox: 11%; SW480 rereplic: 0%; GLP1R cytotox: 1%; HT1080 IDH1KD tx: -2%; TDP-43 yeast inh: 9%; GLP-1R inv ag: 1%; HT1080NT lethal: -10%
# COC(=O)C1=C(O)/C(=C\c2ccc(OCC(=O)Nc3ccccc3OC)cc2)N=C1C is listed with GLP1R ag: 3%; KB-3-1 cytotox: 21%; KB-V1 cytotox: 24%; SW480 rereplic: 7%; GLP1R cytotox: -15%; HT1080 IDH1KD tx: 12%; TDP-43 yeast inh: 9%; GLP-1R inv ag: 2%; HT1080NT lethal: 14%
# COc1ccc(CN2CC(=O)N(c3cccc(Cl)c3)C2=S)cc1OC is listed with GLP1R ag: 28%; KB-3-1 cytotox: -1%; KB-V1 cytotox: -1%; SW480 rereplic: 8%; GLP1R cytotox: -3%; HT1080 IDH1KD tx: -18%; TDP-43 yeast inh: 1%; GLP-1R inv ag: 5%; HT1080NT lethal: -6%

# Other compounds
SMILES,GLP1R ag,KB-3-1 cytotox,KB-V1 cytotox,SW480 rereplic,GLP1R cytotox,HT1080 IDH1KD tx,TDP-43 yeast inh,GLP-1R inv ag,HT1080NT lethal
C/C(=N\NC(=O)CCC(=O)N/N=C(\C)c1ccc(C)o1)c1ccc(C)o1,5%,1%,-10%,-24%,1%,6%,11%,2%,8%
O=C(CCC1CCN(C(=O)c2cc(C(F)(F)F)ccc2Cl)CC1)NC1CC1,-2%,1%,10%,-16%,6%,-7%,7%,4%,-11%
CCn1nc(NS(=O)(=O)c2ccc([N+](=O)[O-])cc2)c2cc3cc(C)ccc3nc21,8%,0%,-15%,-1%,-20%,-9%,-11%,2%,-9%
Cc1c(CC(=O)NCC(=O)O)c(=O)oc2cc3c(cc12)CCC(C)(C)O3,-2%,0%,4%,-8%,-2%,-1%,-4%,16%,-2%
CCOC(=O)CC(=O)NC1(Cc2ccc(O)cc2)CCCCC1,6%,0%,0%,-2%,-6%,6%,10%,10%,7%
O=C(/C=C/c1ccco1)N/C(=C\c1ccccc1)C(=O)NCCc1nc2ccccc2[nH]1,2%,18%,-1%,-4%,0%,-1%,6%,-14%,-14%
CC(=O)c1ccc(S(=O)(=O)Nc2ccc3c(c2)OCO3)cc1,-7%,-14%,3%,-5%,6%,0%,12%,-7%,-11%
CC(C)Cc1ccc(/C=C/C(=O)N2CCCCC2)cc1,24%,0%,-17%,-7%,-6%,-20%,0%,u,-10%
COc1cccc(OC)c1C(=O)Nc1ccc(Cc2ccncc2)cc1,5%,-2%,9%,0%,-6%,10%,-15%,28%,12%
COc1ccc(-c2nc(CS(=O)(=O)CC(=O)NCCc3cc(OC)ccc3OC)c(C)o2)cc1,10%,-29%,8.2µM*,2%,-21%,-14%,-7%,-1%,1%

# No enrichment for hits; overall some 9.4% were active at least once.
